# Screening results (PubChem)
# bovine MsrA act: activators of bovine methionine sulfoxide reductase A; purified bovine MsrA, absorbance read-out; activation, % at 10.6 µM; actives 0.3% (n = 360,000); AID 602163; in the data active = activation above about 7.5%;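 note: 0% = vehicle and 100% = reference activator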
# MT1-MMP act inh: MT1-MMP (human) activation inhibition; HT1080 RFP-PRO-GFP cells, GFP/RFP ratio fluorescence, overnight; percent of plate control window, DMSO zero; P50281; GFP/RFP ratio change, % at 20 µM; AID 651647; actives 0.061% (n = 360,000);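 active = GFP/RFP ratio change of at least 30% with cell ATP level not reduced by more than half and red fluorescence within 50% of control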; note: strong numbers were not always called active
#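 Assay system: HT1080 RFP-PRO-GFP cells. Benchmarks: DMSO vehicle wells and RFP-L50D-GFP reporter cell wells. Times: overnight cell settling, then overnight compound exposure, 37 °C, 5% CO2. Compound: 20 µM single dose, 1% DMSO. Read-out basis: GFP/RFP fluorescence ratio.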
# Rin1-Abl PPI inh: inhibitors of human Rin1-Abl protein interaction; AID 588664; actives 0.4% (n = 360,000); TR-FRET Rin1/Abl binding, biochemical; inhibition, % at 7.35 µM; P00519+Q13671; in the data active = inhibition above about 5%, passing the limit was not always enough
# NRP1-CendR mod: modulators of CendR peptide binding to human neuropilin-1. O14786. FAM-RPARPAR peptide binding to NRP-1, fluorescence polarization. inhibition, % at 25 µM. actives 0.85% (n = 360,000);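 active = inhibition or corrected inhibition above about 18%, plus a signal ratio from 0.5 to 1.5, limit read from the data, passing the limit was not always enough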; note: strong numbers were not always called active
# Neddyl block: inhibitors of human cullin neddylation; P61081+Q13564; TR-FRET cullin neddylation, biochemical; calls only at 25 µM; actives 0.58% (n = 360,000); AID 651699; in the data active = inhibition above about 36%
# MLLE-PAM2 inh: blocks PAM2 peptide binding to the PABP1 MLLE domain. P11940. GST-MLLE / FITC-PAM2 fluorescence polarization. AID 588489. actives 0.36% (n = 360,000). inhibition, % at 20 µM; in the data active = inhibition above about 35%, passing the limit was not always enough;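 note: plate controls were DMSO wells with GST-MLLE for no effect and wells lacking GST-MLLE protein for full effect; some results filed as inactive read as strong as hits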
# E coli Lon inh: inhibits E. coli Lon protease; purified E. coli Lon protease, fluorescence polarization; inhibition, % at 7.94 µM; actives 0.42% (n = 360,000); AID 602123; in the data active = inhibition above about 13%, passing the limit was not always enough;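 note: 0% = enzyme with probe and DMSO and 100% = no enzyme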
# FAS TE block: blocks the thioesterase domain of human fatty acid synthase. inhibition, % at 15 µM. actives 0.67% (n = 360,000). P49327. recombinant FAS-TE, OMFH fluorogenic substrate, fluorescence endpoint;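 active = compounds whose normalised, plate-corrected inhibition of enzyme fluorescence in the single-dose primary screen is 50% or more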;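 note: 0% = DMSO with enzyme and 100% = substrate without enzyme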
# SKN-1 block: blocks SKN-1 activity in C. elegans | inhibition, % at 21.8 µM | actives 0.49% (n = 360,000) | AID 624304 | C. elegans VP596 Pgst-4::GFP/RFP ratio, acrylamide-induced, 24 h;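 active = interference check ratio from 0.5 to 1.5 plus GFP to RFP signal ratio inhibition reaching or exceeding a fixed threshold, cut at about 30% in these data, passing the limit was not always enough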; note: some compounds called inactive have numbers as strong as hits
# The depositor's hits bear a star; i = inactive; . = no result given; + = active, no number.
# Under each structure – bovine MsrA act, MT1-MMP act inh, Rin1-Abl PPI inh, NRP1-CendR mod, Neddyl block, MLLE-PAM2 inh, E coli Lon inh, FAS TE block, SKN-1 block
- CC1=C(C(=O)Nc2ccccn2)C(c2ccc(Br)cc2)n2ncnc2N1 (configuration not stated)
    -2, -5, 0, 3, i, 4, -2, 2, 19
- Cc1ccc(-n2cccn2)c(CN2CCCC(CNC(=O)c3ccc(F)cc3)C2)c1 (configuration not stated)
    -3, -5, 3, 1, i, 6, 0, -2, -5
- Cc1ccc2oc(-c3ccc(C)c(NC(=O)Cc4cccs4)c3)nc2c1
    2, 0, -4, -13, i, -3, 2, -4, 11
- O=S(=O)(CCSc1nc2ccccc2o1)c1nc2ccccc2s1
    -1, -13, -2, 0, i, -30, -10, 44, 13
- O=C(NCc1ccccc1)C(c1ccccc1F)n1c(=O)c(-c2ccco2)nc2ccccc21 (configuration not stated)
    ., -10, ., -62, i, ., ., ., 5
- CC1=C(C(=O)N2CCOCC2)CC(CC(=O)NCc2cccs2)C(=O)N1Cc1ccccc1 (configuration not stated)
    -1, 1, 3, 5, i, 1, -1, -9, 5
- Cc1cc(C)nc(N/N=C/c2ccccc2OCc2ccc(Cl)cc2)n1
    -2, -3, -3, -4, i, -4, 9, -4, 11
- COc1ccc(C2=C/C(=C/c3cccnc3)C(=O)O2)cc1OC
    -3, 2, -2, -93, i, -53, -35, -2, 4
- O=C(CSc1nc2ncc(Br)cc2[nH]1)c1cccc([N+](=O)[O-])c1
    -2, -5, 0, 3, i, -70, -7, 4, 0
- O=C(Nc1ccccc1)Nc1cccc2nsnc12
    -2, -4, 3, -7, i, -10, -10, 12, 9
- Cc1ccc(C(=O)Nc2ccnc(-c3ccncc3)n2)cc1
    -3, -1, 1, 2, i, 10, 0, -6, -12
- COc1cc(C(=O)COC(=O)c2cc([N+](=O)[O-])ccc2N2CCOCC2)ccc1OC(F)F
    -2, -2, 1, 4, i, -7, -6, 55*, 6
- CC(=O)NCCNc1nc2cc(-c3ccc(Cl)cc3C)sc2c(=O)n1C
    -4, 1, -1, -8, i, -3, 7, 5, 14
- CCCNC(=O)CS(=O)(=O)c1ccccc1
    -2, 4, 2, 3, i, 5, 2, -5, 21
- COCCNC(=O)CN1CCC(n2c(C)nc3cc(C(F)(F)F)ccc32)CC1
    0, 4, -3, 0, i, 8, -4, -2, 4
- O=C(NCc1cccnc1)C(=O)N/N=C/c1ccc([N+](=O)[O-])cc1
    -8, 3, 2, 6, i, 3, -1, 3, -6
- O=C(CCNC(=O)c1ccco1)NCCc1ccc(Cl)cc1
    -12, -2, 6, -8, i, -42, 2, -4, -4
- CCOc1ccc(NC(=O)/C=C/c2ccc(OC)cc2)c([N+](=O)[O-])c1
    0, 2, 4, -55, i, -24, -16, -7, -3
- CCOc1ccc(-n2c(SCC(=O)Nc3ccc(Br)cc3)nc3n[nH]c(C)c3c2=N)cc1
    -5, -2, -5, 2, i, 1, 1, -3, 10
- Cc1ccc(S(=O)(=O)CCC(=O)OCc2ccc(S(=O)(=O)C(C)C)cc2)cc1
    -2, 1, 0, 1, i, 18, 3, 28, 2
- COc1ccc(S(=O)(=O)NNC(=O)c2ccc(-n3c(C)ccc3C)cc2)cc1
    -4, 2, 0, 1, i, -14, -1, -6, 8
- COCCOc1ccc(C(F)(F)F)cc1NC(=O)c1ccc(C(F)(F)F)cc1
    -9, -5, 3, -4, ., -12, -3, 14, 2
- COc1ccc(S(=O)(=O)N(C)CC(=O)NCc2ccccn2)cc1
    2, -2, 1, -5, i, 0, 2, -3, 13
- COc1cc([N+](=O)[O-])ccc1NC(=S)NNC(=O)c1ccc2c(c1)OCO2
    2, 2, 0, 5, i, 21, 2, 11, 26
- CCOC(=O)CN1C(=O)C(O)(CC(=O)c2ccco2)c2ccccc21 (configuration not stated)
    -5, -3, 0, 0, i, 3, -4, -4, 10
- COc1ccc(-c2c(-c3ccc(O)cc3O)n[nH]c2C(F)(F)F)cc1
    -9, 0, -3, 11, i, -2, 4, 9, -11
- Cc1ccc([C@@H]2CC(=O)[C@@H]3CN(S(=O)(=O)c4ccc(C)cc4)[C@H](c4ccc(Cl)cc4)C[C@@H]3N2S(=O)(=O)c2ccc(Cl)cc2)cc1
    -6, -2, -3, -13, i, 7, -4, 16, 7
- O=C(c1ccc(Cl)c(Cl)c1)N1CCC(=O)N([C@H](COCc2ccc(Cl)cc2)Cc2ccccc2)CC1
    -4, 2, ., 4, i, ., -3, 37, -15
- CSc1ccccc1C(=O)Nc1cccc(C(C)=O)c1
    -3, 5, 1, -2, i, -4, -4, -2, -13
- Cc1ccc(-c2nnc(SCC(=O)N/N=C/c3ccc(C)s3)n2-c2ccc(C)cc2)cc1
    -3, 4, 0, -3, i, -13, -9, 26, 3

# Complete entries from above.
# Cc1ccc(C(=O)Nc2ccnc(-c3ccncc3)n2)cc1 across the screens: bovine MsrA act = -3; MT1-MMP act inh = -1; Rin1-Abl PPI inh = 1; NRP1-CendR mod = 2; Neddyl block = i; MLLE-PAM2 inh = 10; E coli Lon inh = 0; FAS TE block = -6; SKN-1 block = -12
# O=C(NCc1ccccc1)C(c1ccccc1F)n1c(=O)c(-c2ccco2)nc2ccccc21 (configuration not stated) across the screens: bovine MsrA act = .; MT1-MMP act inh = -10; Rin1-Abl PPI inh = .; NRP1-CendR mod = -62; Neddyl block = i; MLLE-PAM2 inh = .; E coli Lon inh = .; FAS TE block = .; SKN-1 block = 5

# The results go on.
# Under each structure – bovine MsrA act, MT1-MMP act inh, Rin1-Abl PPI inh, NRP1-CendR mod, Neddyl block, MLLE-PAM2 inh, E coli Lon inh, FAS TE block, SKN-1 block
- COc1cccc(CN2CCNC(=O)C2CC(=O)NCCOc2cccnc2)c1OC (configuration not stated)
    -5, -3, -4, 6, i, 7, 3, 2, 6
- O=C(OCC(=O)N1CCCc2ccccc21)c1cc(Cl)ccc1O
    -1, 0, 1, -2, i, -19, -14, 0, 0
- Cc1cccc(C)c1NC(=O)N1CCCCCCC1
    -9, 0, 4, -9, i, -13, 3, -9, 2
- CC1=NN(C(=O)c2ccccc2Cl)C(O)(c2cccnc2)C1 (configuration not stated)
    3, 0, -1, 4, i, 1, 0, -2, 13
- CC1=C(C(=O)OC2CCCC2)C(c2coc3ccccc3c2=O)C2=C(CCCC2=O)N1 (configuration not stated)
    -2, -9, 1, -9, i, 6, -4, 0, 6
- O=C(NC(=S)NNC(=O)c1cnccn1)c1ccc(Cl)cc1
    -3, 11, -2, 5, +, -5, -1, 2, -9
- O=S(=O)(NCC(c1cccnc1)N1CCN(c2ccccc2)CC1)c1cc(F)ccc1F (configuration not stated)
    -2, 3, 0, -7, i, -3, -13, -4, 10
- C=CCNC(=O)C1CCN(c2nc(C)cc(-c3ccccc3)n2)CC1
    -1, 1, -1, -17, ., -11, -5, 0, 13
- CO[C@@H]1O[C@@H]2COC(c3ccccc3)O[C@@H]2[C@@H](OC)[C@@H]1O (some centres not stated)
    -4, ., -4, 9, i, 1, 8, -2, 14
- O=C(NCCc1ccccc1)C(=O)NCC1OCCN1S(=O)(=O)c1cc(F)ccc1F (configuration not stated)
    -6, -8, 2, 0, i, -6, 10, -1, -13
- C/C(=N\NC(=O)c1nc2ccccn2c1C)c1cccc([N+](=O)[O-])c1
    -6, 1, 0, 8, i, 1, -5, 27, -1
- CC(C)(C)OC(=O)NCc1ccc(CNC(=O)c2nc[nH]c2C(=O)N2CCc3ccccc3C2)cc1
    3, 7, 1, 35*, i, -8, -10, 1, -1
- O=C(NCc1ccccc1Cl)c1ccc2nc[nH]c2c1
    -3, -5, -1, 14, i, -10, -1, -11, 2
- O=C(COC(=O)/C=C/c1ccc(OC(F)F)cc1)Nc1ccc(S(=O)(=O)N2CCCC2)cc1
    0, 2, -1, -7, i, -4, -6, 13, 1
- COc1cc2oc(=O)cc(-c3ccc(-c4ccc(C)cc4)cc3)c2c(OC)c1OC
    1, -5, 0, 5, i, 11, -7, 26, -17
- CC1CCC2(CC1)NC(=O)N(CC(=O)Nc1ccc(C(N)=O)cc1)C2=O (configuration not stated)
    -6, 1, 2, -11, i, -21, -3, -4, -10
- CC1=Nc2cccc3cccc(c23)N1
    1, 1, -23, 1, i, 24, 3, -3, 17
- CCC(c1nnnn1-c1ccc2c(c1)OCCO2)N1CCN(C)CC1 (configuration not stated)
    -1, -1, ., 2, i, ., -6, -8, 1
- CC(=O)Oc1cc2oc(=O)cc(C)c2cc1Cl
    -10, 1, 1, -6, ., 1, 2, -2, 2
- CCn1c(SCC(=O)Nc2ccc(F)cc2)nc2ccccc2c1=O
    -2, 2, 0, -3, i, 3, -3, 5, 10
- O=C(N/N=C/c1ccc([N+](=O)[O-])o1)c1sc2ccccc2c1Cl
    0, -10, -5, -33, i, -26, -33, 18, -8
- CCOC(=O)C1=CN(Cc2ccco2)S(=O)(=O)N(C)C1c1ccc(F)c(Cl)c1 (configuration not stated)
    0, -3, 0, -2, i, -11, 0, 16, 1
- COc1ccc(-n2c(=O)c3c(C)c(C)sc3n(Cc3cccc(F)c3)c2=O)c(OC)c1
    -3, -5, 0, -17, i, -16, -3, 31, -13
- CC1CCN(c2nnc(NC(=O)Cn3c(=O)oc4ccccc43)s2)CC1
    -1, 2, 6, -8, i, -1, -3, 0, 1
- CCCCNC(=O)C[C@@H]1C[C@@]2(C(=O)OCC)CCCC=C2N(Cc2ccccc2)C1=O
    ., 11, ., 3, i, ., ., ., 10
- COCCn1c(C)cc(C(=O)CN2C(=O)NC3(CCCCCCC3)C2=O)c1C
    -1, -1, 1, 4, i, -2, -6, -3, 5
- Cc1ccc(NC(=O)N(C2CCCCC2)C(C)c2cccnc2)cc1C (configuration not stated)
    0, 3, -2, 3, i, 22, -2, -5, 0
- C#CCOCCOCCOCCNc1nc(N2CCN(C(=O)CCCCCCCCCCNC(=O)Cn3cc(C[C@@H](C)O)nn3)CC2)nc(N2CCN(C(=O)CCCCCCCCCCNC(=O)[C@H](CO)n3cc(CCCSC)nn3)CC2)n1
    -1, 24, 7, -3, i, -7, 3, -10, 8
- COc1ccc(C(=O)Nc2c(N)nc(SCC(=O)N3CCC(C)CC3)[nH]c2=O)cc1
    -1, -2, -3, 12, i, -10, 2, -4, 20

# A section from further up:
# Under each structure – bovine MsrA act, MT1-MMP act inh, Rin1-Abl PPI inh, NRP1-CendR mod, Neddyl block, MLLE-PAM2 inh, E coli Lon inh, FAS TE block, SKN-1 block
- COc1ccc(-n2c(=O)c3c(C)c(C)sc3n(Cc3cccc(F)c3)c2=O)c(OC)c1
    -3, -5, 0, -17, i, -16, -3, 31, -13
- CC1CCN(c2nnc(NC(=O)Cn3c(=O)oc4ccccc43)s2)CC1
    -1, 2, 6, -8, i, -1, -3, 0, 1
- CCCCNC(=O)C[C@@H]1C[C@@]2(C(=O)OCC)CCCC=C2N(Cc2ccccc2)C1=O
    ., 11, ., 3, i, ., ., ., 10
- COCCn1c(C)cc(C(=O)CN2C(=O)NC3(CCCCCCC3)C2=O)c1C
    -1, -1, 1, 4, i, -2, -6, -3, 5
- Cc1ccc(NC(=O)N(C2CCCCC2)C(C)c2cccnc2)cc1C (configuration not stated)
    0, 3, -2, 3, i, 22, -2, -5, 0
- C#CCOCCOCCOCCNc1nc(N2CCN(C(=O)CCCCCCCCCCNC(=O)Cn3cc(C[C@@H](C)O)nn3)CC2)nc(N2CCN(C(=O)CCCCCCCCCCNC(=O)[C@H](CO)n3cc(CCCSC)nn3)CC2)n1
    -1, 24, 7, -3, i, -7, 3, -10, 8
- COc1ccc(C(=O)Nc2c(N)nc(SCC(=O)N3CCC(C)CC3)[nH]c2=O)cc1
    -1, -2, -3, 12, i, -10, 2, -4, 20
